# BAP1 inh: blocks human BAP1 ubiquitin-AMC hydrolysis; Q92560; recombinant BAP1, Ub-AMC hydrolysis fluorescence kinetic; stronger effect = lower value; activity remaining (% of control), % at 20 µM; 72,000 tested, 0.48% active; AID 436;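 active = activity remaining at or below 50% of control, provided the compound also passes the data quality filters; inactive = the rest, including low values that fail the filters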;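 also: 100% = DMSO wells rate and 0% = substrate alone blank rate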
# Target sequence (Q92560 whole entry, looked up): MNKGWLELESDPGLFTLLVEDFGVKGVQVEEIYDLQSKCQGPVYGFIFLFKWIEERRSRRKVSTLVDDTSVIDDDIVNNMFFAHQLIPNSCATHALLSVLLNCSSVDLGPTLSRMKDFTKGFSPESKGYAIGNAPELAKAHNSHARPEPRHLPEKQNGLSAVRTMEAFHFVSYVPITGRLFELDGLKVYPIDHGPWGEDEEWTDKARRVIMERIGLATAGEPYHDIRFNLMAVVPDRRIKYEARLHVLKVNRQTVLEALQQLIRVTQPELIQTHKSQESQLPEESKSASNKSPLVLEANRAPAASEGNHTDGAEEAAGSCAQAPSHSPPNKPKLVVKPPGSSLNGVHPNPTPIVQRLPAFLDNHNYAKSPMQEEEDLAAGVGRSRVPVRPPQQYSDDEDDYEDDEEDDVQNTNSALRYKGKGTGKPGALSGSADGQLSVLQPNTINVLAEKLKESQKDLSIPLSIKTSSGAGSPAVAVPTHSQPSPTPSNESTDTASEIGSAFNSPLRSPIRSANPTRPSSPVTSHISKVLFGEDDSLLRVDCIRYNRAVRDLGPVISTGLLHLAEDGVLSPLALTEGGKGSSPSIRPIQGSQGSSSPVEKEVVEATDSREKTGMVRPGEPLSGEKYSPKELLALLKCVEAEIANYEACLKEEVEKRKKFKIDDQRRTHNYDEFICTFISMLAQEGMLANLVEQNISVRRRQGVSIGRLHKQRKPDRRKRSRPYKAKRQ
# HePTP inh: inhibitors of human HePTP phosphatase | recombinant HePTP phosphatase activity, OD absorbance | inhibition, % at 20 µM | 110,000 tested, 0.64% active; in the data active = inhibition above about 50%;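 also: plate controls were vehicle for no effect and reference inhibitor for full effect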
# Target sequence (P35236 whole entry, looked up): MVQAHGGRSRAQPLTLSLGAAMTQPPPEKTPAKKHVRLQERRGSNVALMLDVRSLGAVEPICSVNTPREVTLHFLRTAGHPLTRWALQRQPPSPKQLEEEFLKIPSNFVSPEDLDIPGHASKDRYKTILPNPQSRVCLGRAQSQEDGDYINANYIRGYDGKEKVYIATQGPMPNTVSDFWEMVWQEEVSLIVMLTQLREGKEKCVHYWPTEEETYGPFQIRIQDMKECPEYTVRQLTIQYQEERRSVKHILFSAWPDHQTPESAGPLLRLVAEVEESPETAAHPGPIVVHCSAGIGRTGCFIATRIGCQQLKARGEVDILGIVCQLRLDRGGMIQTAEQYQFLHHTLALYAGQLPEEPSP
# * hit, by the source's call; x = not tested or not shown; & = joins results of further samples. The order is random. Share with any hit: about 0.95%.
# The line under a structure holds: BAP1 inh	HePTP inh
COc1cccc(C(=O)CSc2nnc(-c3cccs3)o2)c1
→ 90	8
CC1(C)CC(=O)C2=C(C1)OC(N)=C(C#N)C2CCc1ccccc1 (stereo not drawn)
→ 104	x
COc1ccc(CCNC(=O)NC2CCCCC2)cc1OC
→ 99	-1
CCOC(=O)C1=C(Nc2cccc(Cl)c2)OCC1=O
→ 89	9
CCCc1[nH]nc2c1C(Cc1ccccc1)C(C#N)=C(N)O2 (stereo not drawn)
→ 80	5
CC(=O)c1c(C)[nH]c(C(=O)OCC(=O)NCCc2ccc(F)cc2)c1C
→ 105	-1
O=C(Nc1ccc[n+](CC(=O)c2cc3ccccc3oc2=O)c1)c1ccccc1
→ x	-26
CC(C)C(C(=O)NC1CCCCC1)N(CC1CCCO1)C(=O)CNS(=O)(=O)c1ccc(F)cc1 (stereo not drawn)
→ 100	4
CC(C)CN1C(=O)c2ccc(C(=O)Nc3ccncc3)cc2C1=O
→ 115	6
CCOc1cc(C(=O)Nc2ccc(N3CCN(S(C)(=O)=O)CC3)cc2)cc(OCC)c1OCC
→ x	4
Cc1ccccc1OCC(=O)N(Cc1cccs1)C1CCS(=O)(=O)C1 (stereo not drawn)
→ 97	5
N#Cc1ccc(C(=O)Nc2nc(-c3ccc(F)cc3)cs2)cc1
→ 85	x
NS(=O)(=O)c1cccc(-c2ccc(C=O)o2)c1
→ x	4
CC1=C(C(=O)OCCCc2ccccc2)C(c2cccs2)NC(=O)N1C (stereo not drawn)
→ 325	x
COC(=O)c1c(C)oc2cc(Br)c(OCc3ccccc3F)cc12
→ x	7
C/C(=N\OCc1nc2c3c4c(sc3ncn2n1)CCCC4)c1ccc(Br)cc1
→ x	-9
CC(C)C(=O)N(Cc1cc(=O)[nH]c2ccccc12)c1ccccc1
→ 87	3
NNc1ccc(/C=C/c2ccc(NN)cc2S(=O)(=O)O)c(S(=O)(=O)O)c1
→ x	94*
COc1ccc(C(=O)Nc2ccccc2)cc1S(=O)(=O)Nc1ccc(Br)cc1
→ 70	x
COc1cc2ccccc2cc1C(=O)Nc1ccc(NC(=O)c2ccccc2)c(C)c1
→ 62	x
O=C(Cc1ccccc1)N1N=C(c2cccnc2)CC1(O)C(F)(F)F (stereo not drawn)
→ x	7
N#CC1=C(SCC(=O)Nc2ccccc2)NC(=O)CC1c1ccc(O)cc1 (stereo not drawn)
→ 98	11
COC(=O)NC1(C(Cl)Cl)N=C(c2ccccc2)N=C1N (stereo not drawn)
→ x	-7
COc1ccc(C(=O)c2coc3ccc(O)c(CN4CCCC4)c23)cc1
→ 100	10
Nc1nc(NCc2cccs2)nn1-c1ccccc1
→ 90	x
CCOC(=O)c1c(C)[nH]c(C(=O)CSc2nc3ccccc3o2)c1C
→ x	8
Cc1cc(C)c(C)c(S(=O)(=O)NCc2ccco2)c1C
→ 83	-8
O=C(NCc1cccnc1)c1ccc(COc2ccc3c(c2)CCC3)o1
→ 163	-2
COc1cccc(C2/C(=C(\O)c3ccccc3)C(=O)C(=O)N2c2ccccc2)c1 (stereo not drawn)
→ 58	x
CC1(C)Cc2c(sc3c2C2=NCCN2C=N3)CS1
→ 133	-10
O=C(Nc1cccc(F)c1)C1CC(=O)N(c2ccc(Cl)cc2)C1 (stereo not drawn)
→ x	2
CCOc1ccc(C(=O)NCc2cccs2)cc1OCC
→ x	-1
CCc1ccccc1NC(=O)c1c(NC(=O)c2cccs2)sc2c1CCC2
→ x	-3
COc1ccccc1CNS(=O)(=O)c1ccc2ccccc2c1
→ x	3
CC(=O)c1c(C)[nH]c(C(=O)N2CCc3ccccc3C2)c1C
→ 94	1
O=C(Nc1ccc2c(c1)oc1ccccc12)c1ccc2c(c1)OCO2
→ 74	-7
CC(=O)NC1(NC(C)=O)CCN(C)C(c2ccccc2)C1C (stereo not drawn)
→ 98	-2
CCN(CC)S(=O)(=O)c1ccc2c(c1)c(=O)c(C(=O)N1CCc3ccccc3C1)cn2C
→ 80	6
COc1cc(-c2nnc3sc(-c4cccs4)nn23)cc(OC)c1OC
→ 99	-10
CN1CCN(c2nc3c(c(=O)n(C)c(=O)n3C)n2CCSc2nc3ccccc3s2)CC1
→ 97	-11

# Taken from above:
# In HePTP inh, O=C(NCc1cccnc1)c1ccc(COc2ccc3c(c2)CCC3)o1 reads -2
# In HePTP inh, CCc1ccccc1NC(=O)c1c(NC(=O)c2cccs2)sc2c1CCC2 reads -3

# Next structures follow:
# The line under a structure holds: BAP1 inh	HePTP inh
COc1cc(/C=C2\SC(=S)N(C(CCC(=O)O)C(=O)O)C2=O)ccc1O (stereo not drawn)
→ x	-9
COc1ccc(C(=O)CSc2nnc(CNC(=O)c3ccc(OC)cc3)n2C)cc1
→ 117	5
COc1ccccc1/C=N/NC(=O)CCc1c(C)n[nH]c1C
→ x	0
COc1ccccc1N1C(=O)CC(SC(=NCCc2ccccc2)Nc2ccccc2)C1=O (stereo not drawn)
→ x	10
Brc1ccc(C2=NCCO2)cc1
→ x	-8
CC(C)CCOc1cccc(OCC(=O)NC2CCS(=O)(=O)C2)c1 (stereo not drawn)
→ 95&63	-2
CC(C)Cc1cc(C(=O)Nc2cc(Br)ccc2O)no1
→ 80	0
COc1cccc2cc(-c3nc(-c4cc5cc(Br)ccc5oc4=O)cs3)c(=O)oc12
→ x	-2
CCCOc1ccccc1C1CC(=O)Nc2c1ccc1ccccc21 (stereo not drawn)
→ x	-3
COc1cc(C(=O)Nc2cccc(-c3nc4cc(C)ccc4o3)c2)cc(OC)c1OC
→ 113	5
Cc1cc(NC(=O)COc2ccccc2)n(-c2ccccc2)n1
→ 108	5
COc1ccc(NC(=O)C(C)N(c2ccc(C)cc2)S(C)(=O)=O)c(OC)c1 (stereo not drawn)
→ 97	4
CCOc1ccccc1CNC(=O)c1cc2occc2n1C
→ 102	9
O=C(Nc1ccc(S(=O)(=O)N2CCCCCC2)cc1)c1ccc(Cl)cc1Cl
→ x	-6
N#Cc1cc2c(nc1SCC(=O)Nc1nccs1)CCCC2
→ x	-9
CCC1=NN(C(=O)c2cccc(O)c2)C(O)(c2ccncc2)C1 (stereo not drawn)
→ x	8
Cc1nc2ccccc2c(=O)n1NCc1cc(Br)cs1
→ 121	5
COc1ccc(C)cc1-n1nnnc1SCC(=O)Nc1cc(C)on1
→ 104	4
CCN(Cc1ccccc1)S(=O)(=O)c1ccc2oc(C(=O)O)c(C)c2c1
→ 101	-12
CCOC(=O)c1ccccc1N/C=C/C(=O)c1ccc(OC)cc1
→ x	-2
CC1(C)Cc2ccccc2-c2nnc(-c3cccc(N)c3)n21
→ x	-9
NS(=O)(=O)c1ccc(CNC2CC(=O)N(c3ccccc3)C2=O)cc1 (stereo not drawn)
→ x	11
CN(C)S(=O)(=O)c1cccc(C(=O)Nc2ccc(Cl)cn2)c1
→ 101	1
CCCC(=O)NCc1ccc2c(c1)cc(C)n2C
→ 124	x
O=C(NC1CCCC1)c1cc2ccccc2oc1=O
→ x	3
c1cncc(-c2noc(COc3ccc4ccccc4c3)n2)c1
→ x	-12
Cc1cc2nc(-c3ccc(NC(=O)c4cccc([N+](=O)[O-])c4C)cc3)oc2cc1C
→ x	-3
C/C(CC(O)(/C=N/O)c1ccccc1)=N\O (stereo not drawn)
→ 94	-7
O=C(Sc1nnc(-c2cccc(Br)c2)o1)c1ccc([N+](=O)[O-])cc1
→ x	3
COc1cc(C)c(N(C(C)=O)c2ccccc2)c(C)c1
→ 85	49&-3
CCOC(=O)C(C#N)c1ccccn1 (stereo not drawn)
→ 94	-9
COc1ccc(-c2nnc3sc(CCN4C(=O)c5ccccc5C4=O)nn23)cc1
→ 100	4
O=C(Nc1nnc(C2CC2)o1)c1ccc(S(=O)(=O)N2CCCc3ccccc32)cc1
→ 87	-5
COc1ccccc1OCC(=O)Nc1ccc2c(c1)OCCO2
→ x	-23
Nc1nc(-c2ccc(Cl)cc2)cc(C(F)(F)F)n1
→ 121	-3
COc1ccccc1/C=C1\SC(=O)N(c2ccc(Cl)cc2)C1=O
→ x	-14
CCOC(=O)C1=C(C)NC2=C(C(=O)CCC2)C1c1ccc2c(c1)OCO2 (stereo not drawn)
→ 104	0
CC(=O)Nc1ccc(OC(=O)c2c(F)cccc2F)cc1
→ x	90*
CCCCC(=O)NCCc1ccc(S(N)(=O)=O)cc1
→ 131	0
C=CCNC(=O)C(=O)NCc1ccc(Cl)cc1Cl
→ x	6

# An excerpt from above in order of their number in HePTP inh, ascending.
# The line under a structure holds: BAP1 inh	HePTP inh
Cc1cc(C)c(C)c(S(=O)(=O)NCc2ccco2)c1C
→ 83	-8
CCOC(=O)C1=C(C)NC2=C(C(=O)CCC2)C1c1ccc2c(c1)OCO2 (stereo not drawn)
→ 104	0
COc1cc(C(=O)Nc2cccc(-c3nc4cc(C)ccc4o3)c2)cc(OC)c1OC
→ 113	5

# Part of the list above in order of molar mass, highest first:
# The line under a structure holds: BAP1 inh	HePTP inh
NS(=O)(=O)c1ccc(CNC2CC(=O)N(c3ccccc3)C2=O)cc1 (stereo not drawn)
→ x	11
CCOC(=O)C1=C(C)NC2=C(C(=O)CCC2)C1c1ccc2c(c1)OCO2 (stereo not drawn)
→ 104	0
COc1ccccc1OCC(=O)Nc1ccc2c(c1)OCCO2
→ x	-23

# Next part:
SMILES	BAP1 inh	HePTP inh
CCCCOC(=O)c1ccc(NC(=O)CSCc2n[nH]c(=O)[nH]2)cc1	81	1
Cc1nn(CC(=O)NCCc2ccccc2)c(=O)c2ccccc12	107	9
CC(=O)N1CCN(c2ccccc2NC(=O)c2cc(Br)ccc2Cl)CC1	52	-8
Cn1c(C(=O)N2CCN(c3ccc(F)cc3)CC2)cc2c(=O)n(C)c3ccccc3c21	102	-2
COc1ccc(/C=N\NC(=O)c2c(C)nc3cc(C)ccn23)c(OC)c1	x	10
CSC1=C(C#N)C(c2cccs2)CC(=O)N1C (stereo not drawn)	x	0
CCCCOc1ccc(NC(=O)/C=C/c2ccc(OC)c(OC)c2)cc1	x	-13
COCCCn1c(CCC(=O)O)ccc1-c1ccc(F)cc1	445	-1
O=C(COc1ccc(Cl)cc1Cl)NNc1nc(N2CCOCC2)nc(N2CCOCC2)n1	x	9
CCOC(=O)Cc1nnc(Nc2ccc(C)cc2)c2ccccc12	x	8
C=CSC1=C(C#N)C(c2cccc3ccccc23)CC(=O)N1 (stereo not drawn)	x	4
COc1ccc2c(c1)OC1(C)CC2C(C(=O)c2ccccc2OC)C(=O)N1 (stereo not drawn)	89	3
CSc1oc(-c2ccco2)nc1S(=O)(=O)c1ccc(F)cc1	98	-3
COc1ccc(CC(=O)N=Nc2c(O)n(CN3CCCC3)c3ccccc23)cc1	x	1
CCCCCN=C(C)c1c(O)c2ccccc2oc1=O	104	4
C/C(CC1CC2=C(CC1(C)C)C(C)(C)CCC2)=N\O (stereo not drawn)	x	-2
COCCCNC(c1ccccc1)c1ccncc1 (stereo not drawn)	105	1
O=C(CSc1nnc(CNc2ccc(Cl)cc2)n1Cc1ccccc1)NCc1ccco1	104	12
CCCCOc1ccc(Cl)cc1CSc1nncn1N	106	9
Cc1ccccc1S(=O)(=O)NC(=O)C(C)O (stereo not drawn)	x	4
CCOC(=O)c1ncn2c1C(=O)OC2(C)C	87	4
Cc1ccc(C=Nc2ccc(I)cc2)o1	x	-11
Cc1cc(C(=O)CN2C(=O)c3ccccc3C2=O)c(C)n1C1CC1	103	7
N/C(=N\OC(=O)/C=C/c1ccccc1)c1cccnc1	x	5
CCn1c2ccccc2c2cc(C3C(C#N)=C(N)OC4=C3C(=O)CC(C)(C)C4)ccc21 (stereo not drawn)	64	4
CCOc1ccc(OCC)c(NS(=O)(=O)c2cccc3nsnc23)c1	x	-1
O=C(CC1Nc2ccccc2NC1=O)Nc1ccccc1 (stereo not drawn)	117	13
CCOc1cc(/C=N/n2nnnc2N)ccc1OCc1c(C)no[n+]1[O-]	x	-10
CCOC(=O)c1c(NC(C)=O)sc2c1CC(C)(CC)OC2 (stereo not drawn)	x	1
C=CCOc1ccc(/C=C2\C(=O)NC(=S)N(c3ccc(Br)cc3)C2=O)cc1OC	x	4
CCOc1ccc(/C(O)=C2/C(=O)C(=O)N(CCN(C)C)C2c2ccccc2)cc1Cl (stereo not drawn)	73	7
COc1ccc(NC(=O)c2ccncc2)c(OC)c1	x	-1
c1ccc(Cc2nn3c(C4COc5ccccc5O4)nnc3s2)cc1 (stereo not drawn)	87	9
O=C(NC1C2CC3CC(C2)CC1C3)c1ccccc1Br (stereo not drawn)	x	-5
COc1ccc(NC(=O)C2CC2(c2ccc(C)cc2)c2ccc(C)cc2)cc1 (stereo not drawn)	x	-10
c1ccc(NC(=NCc2ccco2)c2ccccc2)cc1	110	12
COc1ccc(CNCCNC(=O)c2ccco2)c(OC)c1OC	93	1
CC(C)CC(=O)Nc1ccc2oc(-c3cccnc3)nc2c1	96	9
Cc1c(NC(=O)c2ccccc2NS(=O)(=O)c2ccc(F)cc2)c(=O)n(-c2ccccc2)n1C	111	11
Cc1ccc(S(=O)(=O)N2CCCC2)cc1	x	-9
Cc1ccc(C)c(CSc2nnc([C@@H](N)C(C)C)o2)c1	81	10
CCC(=O)c1ccc(OCCn2cncn2)cc1	79	14
COC(=O)c1c(NC(=O)c2ccc(Br)o2)sc(C)c1C	288	1
COc1ccc(Br)cc1C1C(C(=O)OCCOC(C)C)=C(C)NC2=C1C(=O)CCC2 (stereo not drawn)	x	0
COc1ccc2cc(C(c3nnnn3CCc3ccccc3)N3CCC(O)CC3)c(=O)[nH]c2c1 (stereo not drawn)	61	5
Cc1cccc(-n2nnc(C(=O)NCc3ccco3)c2N)c1	94	4
O=C(CSc1ncnc2nc[nH]c12)c1ccc(Cl)cc1	82	11
O=C(CS(=O)(=O)c1cn(Cc2cccc(F)c2)c2ccccc12)N1CCOCC1	x	10

# High-throughput results as filed in PubChem BioAssay.
